Screening data as filed in PubChem BioAssay.
SMN2 splice enh – enhancers of SMN2 splice variant expression; HEK293 SMN2-luciferase splicing reporter, luminescence, 30-36 h; Potency, µM (doses to about 46.1 µM), for inactives: at the highest dose activity change, positive = activation, hits mostly activators; 2.8% of 210,000 active; AID 1458; further: % of control where 0% means no effect; nearly all actives have a fitted effect of over 55% in size
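HEK293 cells carry an SMN2 minigene-luciferase reporter in which exon 7 inclusion puts luciferase in frame. Cells were seeded at 2000 cells/well, attached for 10-12 hours, then exposed to compounds for 30-36 hours at 37C before ONE-Glo luminescence.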
RECQ1 helicase – inhibitors of human RECQ1 DNA helicase | 0.54% of 240,000 active | RECQ1 DNA unwinding, red fluorescence kinetic read | P46063 | AID 2549 | Potency, µM (titrated, usually from 57.3 µM), for inactives: at the top dose activity, negative = inhibition, usual class: inhibitors;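 further: plate controls were vehicle for no effect and no enzyme for full effect; nearly all actives have a fitted effect of over 30% in size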
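RECQ1T1 50 nM; forked duplex (20 bp + 30-nt ss tails) 200 nM, ATP 2 mM final; pH 8.0, 2 mM MgCl2, 2.5 ug/ml poly(dI-dC); 15 min compound preincubation; discontinuous kinetic read over 2 h at RT.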
Epigenetic reg – regulators of epigenetic silencing causing reporter derepression in mouse cells | murine LDR cells, GFP reporter derepression, 30 h | Potency, µM (titrated, usually from 53.9 µM), for the others: at the top dose GFP activation, hits mostly activators | 0.2% of 280,000 active | AID 1865; further: % of control where 0% means no effect; nearly all actives have a fitted effect of over 60% in size
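Murine LDR cells bearing a silenced CMV-driven GFP reporter were exposed to compound for 30 h at 37 C. After PBS washes, GFP-positive cells (20-120 um objects) counted by laser-scanning microplate cytometry.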
KinaseGlo FLuc – blocks Kinase-Glo luciferase, a counter-screen artifact. AID 1379. Kinase-Glo luciferase, ATP luminescence, 8 min. 0.28% of 200,000 active. Potency, µM (top dose mostly 38.3 µM), inactives show at the highest dose activity change, negative = inhibition, most hits filed as inhibitors. Q27757; further: on the % scale 0 is the no-effect control and ±100 the full control effect; nearly all actives have a fitted effect of over 60% in size
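Light output from Kinase-Glo luciferase with luciferin and 10 uM ATP in 50 mM imidazole pH 7.2, KCl, MgCl2, Tween 20, BSA; compound pin-delivered, 8-min ambient incubation, then luminescence read.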
NPSR antag – neuropeptide S receptor (human) antagonism, cAMP; 1% of 220,000 active; Q6W5P4; Potency, µM (series often up to 38.3 µM), for inactives: at the top dose activity change, negative = inhibition, most hits filed as inhibitors; AID 1461; CHO-NPSR cells, cAMP TR-FRET, antagonist mode; further: on the % scale 0 is the no-effect control and ±100 the full control effect; nearly all actives have a fitted effect of over 50% in size; many of its hits are not listed in these tables
Target sequence (Q6W5P4 whole entry, looked up): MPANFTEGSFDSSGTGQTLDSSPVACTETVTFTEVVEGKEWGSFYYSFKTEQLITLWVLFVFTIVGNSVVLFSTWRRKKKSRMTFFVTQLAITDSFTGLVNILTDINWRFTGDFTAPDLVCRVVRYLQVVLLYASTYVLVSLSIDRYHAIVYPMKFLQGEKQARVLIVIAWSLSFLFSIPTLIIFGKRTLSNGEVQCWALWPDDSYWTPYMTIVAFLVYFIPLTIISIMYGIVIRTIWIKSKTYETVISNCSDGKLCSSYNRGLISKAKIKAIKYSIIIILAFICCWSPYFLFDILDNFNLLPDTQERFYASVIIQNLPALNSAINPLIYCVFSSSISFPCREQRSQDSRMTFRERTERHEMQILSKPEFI
GoLoco inh red – inhibitors of human Gai1-RGS12 GoLoco interaction (red fluorophore); Potency, µM (titrated, usually from 61.6 µM), without a hit: top-dose activity, negative = inhibition, actives largely listed as inhibitors; P63096; Gai1:RGS12 GoLoco peptide FP, rhodamine, 10 min; 0.44% of 230,000 active; active means well fitted inhibition curve with a large enough effect, not every such curve was filed as active; inactive means no such curve, though single readings can be large or run the other way; further: on the % scale 0 is the no-effect control and ±100 the full control effect; nearly all actives have a fitted effect of over 30% in size; many of its hits are not listed in these tables
Target sequence (P63096 whole entry, looked up): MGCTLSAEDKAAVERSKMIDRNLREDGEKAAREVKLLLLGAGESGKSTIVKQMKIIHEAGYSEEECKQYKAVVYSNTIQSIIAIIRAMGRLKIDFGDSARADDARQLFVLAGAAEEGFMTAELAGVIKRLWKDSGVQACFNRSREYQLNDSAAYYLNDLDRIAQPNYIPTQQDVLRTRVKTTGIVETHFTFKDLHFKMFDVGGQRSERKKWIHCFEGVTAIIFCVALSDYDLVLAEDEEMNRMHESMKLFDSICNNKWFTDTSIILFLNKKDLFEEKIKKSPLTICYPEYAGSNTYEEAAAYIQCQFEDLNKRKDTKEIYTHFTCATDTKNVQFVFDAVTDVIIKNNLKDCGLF
JMJD2E inh – JMJD2E (human) inhibition | JMJD2E catalytic domain, FDH-coupled NADH fluorescence (FDH is formaldehyde dehydrogenase) | 1.6% of 230,000 active | AID 2147 | Potency, µM (titrated, usually from 57.1 µM), without a hit: at the highest dose activity change, negative = inhibition, hits mostly inhibitors | B2RXH2; active means well fitted inhibition curve with a large enough effect, not every such curve was filed as active; inconclusive means small, poorly fitted or top-dose-only effect, or another doubt; inactive means no such curve, though single readings can be large or run the other way;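 further: 0% = wells with enzyme and -100% = buffer wells without enzyme; nearly all actives have a fitted effect of over 50% in size; many of its hits are not listed in these tables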
Target sequence (B2RXH2 1-337 limits assumed): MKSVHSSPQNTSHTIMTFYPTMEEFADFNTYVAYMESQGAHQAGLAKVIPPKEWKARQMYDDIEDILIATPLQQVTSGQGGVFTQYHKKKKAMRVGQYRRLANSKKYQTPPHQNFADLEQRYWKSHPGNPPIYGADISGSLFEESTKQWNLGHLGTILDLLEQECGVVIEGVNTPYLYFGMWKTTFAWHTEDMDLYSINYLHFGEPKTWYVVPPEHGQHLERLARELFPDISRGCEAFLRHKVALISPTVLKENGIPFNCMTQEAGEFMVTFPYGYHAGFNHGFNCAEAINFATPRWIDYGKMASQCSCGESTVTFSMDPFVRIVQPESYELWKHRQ
IMPase Li cell – IMPase inhibition in cells with lithium potentiation. CHO-M1 cells, IP1 TR-FRET (IP-One), carbachol + lithium. Potency, µM (doses to about 59.4 µM), for inactives: at the highest dose activity, negative = IMPase inhibition, usual class: inhibitors. 0.35% of 210,000 active. AID 1457;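 further: IP1 builds up when IMPase is blocked and the TR-FRET signal falls; plate controls were basal vehicle for no effect and high inhibitor control for full effect; nearly all actives have a fitted effect of over 50% in size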
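CHO cells stably expressing M1 receptor (2000/well) were cultured 16–30 h, then exposed to compounds with a small lithium addition for 30 min at 37C. IP1 was measured by TR-FRET competition; AC50 from Hill fits.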
Starred values were filed as active, the others as inactive; i = inactive; u = inconclusive; x = no result given; & = joins results of further samples; [ ] = remark or other dose. Unless noted, the call rests on the fitted dose curve; in most records, active means well fitted curve in the direction sought with a large enough effect; inconclusive means small, poorly fitted or top-dose-only effect, or another doubt; inactive means no such curve, though single readings can be large; an effect the other way counts as inactive or inconclusive. Potency means the concentration at half of the fitted maximal effect. The list is partial. The share of hits here may be higher or lower than overall.

Start of the data: the first two records, to show the layout:
Fields: SMN2 splice enh	RECQ1 helicase	Epigenetic reg	KinaseGlo FLuc	NPSR antag	GoLoco inh red	JMJD2E inh	IMPase Li cell
> CCN(CC)c1ccc(C2C(C(=O)OCCOC(C)C)=C(C)NC3=C2C(=O)CCC3)cc1 (stereo unspecified)
 : -13%	i	-2.1%	15%	-18%[46.1 µM]	-17%	u	27%[38.3 µM]
> Nc1nnc(SCC(=O)N2CCc3ccccc3C2)s1
 : 10%	1%	-0.1%	0%	0%	4%	-9%	-5%

Results, from the start:
Fields: SMN2 splice enh	RECQ1 helicase	Epigenetic reg	KinaseGlo FLuc	NPSR antag	GoLoco inh red	JMJD2E inh	IMPase Li cell
> CCN(CC)c1ccc(C2C(C(=O)OCCOC(C)C)=C(C)NC3=C2C(=O)CCC3)cc1 (stereo unspecified)
 : -13%	i	-2.1%	15%	-18%[46.1 µM]	-17%	u	27%[38.3 µM]
> Nc1nnc(SCC(=O)N2CCc3ccccc3C2)s1
 : 10%	1%	-0.1%	0%	0%	4%	-9%	-5%
> O=C(Nc1nc2c(F)cc(F)cc2s1)C1COc2ccccc2O1 (stereo unspecified)
 : x	-7%	-1.0%	x	-6%	55%[activator]	-3%	x
> CC(C)n1c(S(=O)(=O)O)nc2ccccc21
 : x	i	-1.2%	x	-11%	4%	-2%	-4%
> CS(=O)(=O)NCc1nnc(SCC(=O)NC2CCCCC2)n1-c1ccc(F)cc1
 : 15%	i	1.1%	2%	-11%[46.1 µM]	7%	5%	30%[38.3 µM]
> CCCCCC(=O)Nc1ccccc1N1CCN(c2ccccc2)CC1
 : -19%	i	2.4%	1%	u	3%	-8%	26%[38.3 µM]
> CCCC(C(=O)NCc1ccco1)N(C(=O)CNS(=O)(=O)c1ccccc1)C1CCCC1 (stereo unspecified)
 : -5%	-17%	-1.9%	-2%	-14%[46.1 µM]	2%	4%	17%[38.3 µM]
> COCCCN1C(=O)C(=O)/C(=C(/O)c2ccc(OC)cc2)C12C(=O)N(C)c1ccccc12 (stereo unspecified)
 : 18%	-8%	5.0%	2%	-10%	-10%	-3%	u
> Cc1ccc(C)c(NC(=O)CSc2nnc(-c3ccccc3C)o2)c1
 : -2%	-1%	0.7%	-5%	u	0%	1%	1%[38.3 µM]
> O=C(Nn1cnc2ccccc2c1=O)c1ccccc1Cl
 : u	-5%	0.0%	-6%	1%[46.1 µM]	8%	4%	-9%[38.3 µM]
> O=C(CCCC(=O)N1CCN(c2ccc([N+](=O)[O-])cc2)CC1)c1ccccc1
 : -19%	-10%	-1.8%	1%	-1%	6%	1%	7%
> CCOc1ccc(S(=O)(=O)N2CCN(C)CC2)c(C)c1C
 : -24%	-1%	-2.2%	1%	3%[46.1 µM]	-5%	7%	9%
> S=C(Nc1ccc(Br)cc1Cl)NN1CCOCC1
 : 1%	i	2.2%	-1%	-7%	-9%	-3%	3%
> CCOc1cccc(/C=N/Nc2nc(N3CCCC3)nc(N3CCCC3)n2)c1O
 : x	i	4.9%	x	-5%	0%	-1%	x
> Cc1cc(C(=O)N/N=C/c2ccc([N+](=O)[O-])cc2)c(C)o1
 : 3%	i	0.1%	-19%	-14%	-3%	-3%	17%
> CN(c1ccc(OCC(=O)N2CCOCC2)cc1)S(=O)(=O)c1ccc(F)cc1
 : x	i	-1.3%	x	5%	7%	-18%	-2%
> Cc1onc(-c2c(F)cccc2Cl)c1C(=O)O/N=C(\N)c1ccc([N+](=O)[O-])o1
 : x	-6%	-2.0%	x	53%	-1%	-8%	x
> COc1cc([C@@H]2[C@H]3CN(C)CC=C3C(C#N)=C(N)C2(C#N)C#N)cc2c1OCO2
 : 14%	3%	0.0%	1%	-7%[46.1 µM]	2%	u	9%[38.3 µM]
> O=C(C1CC1)N(CCc1ccccc1)Cc1nc2ccccc2c(=O)[nH]1
 : u	i	3.0%	0%	-13%[46.1 µM]	-9%	9%	20%[38.3 µM]
> O=c1[nH]c(-c2ccco2)nc2sc3c(c12)CCCC3
 : 1µM*	0%	0.0%	-11%	3%	38%[activator]	u	5%
> C=CCc1ccc(O)c(OC)c1
 : -11%&0%	-1%&-3%&-4%	1.1%&0.0%	-2%&-6%	x	4%&0%&-5%&3%	1%&1%	2%&8%&0%
> CC1=C(C#N)C(c2ccc(O)cc2)C2=C(CC(C)(C)CC2=O)N1 (stereo unspecified)
 : 8%	6%	-1.9%	3%	10%	5%	u	-5%
> Cc1cn(CC[C@H](N)C(=O)O)c(=O)[nH]c1=O
 : -9%[9.22 µM]	x	x	-2%[7.66 µM]	x	6%[14.2 µM]	x	-16%
> COC(=O)Nc1ccc(Oc2ccccc2)cc1
 : u	-16%	4.3%	2%	-2%[46.1 µM]	2%	-3%	16%[38.3 µM]
> O=C(NCc1cccc(C(F)(F)F)c1)C1CC(c2ccccc2[N+](=O)[O-])=NO1 (stereo unspecified)
 : -5%	-19%	3.6%	1%	-8%[46.1 µM]	1%	14%	20%[38.3 µM]
> S=C1NC[C@H](Cc2ccccc2)N1CCCCC1CCCCC1
 : x	-21%	-0.7%	x	37%	2%	-17%	2%
> COC(=O)[C@@]1(Cc2ccc(F)cc2)[C@H]2c3cc(C(=O)N4CCCC4)n(Cc4c(CO)[nH]cc(C)c4=O)c3C[C@H]2CN1C(=O)c1ccccc1
 : -5%	-6%	-0.5%	-2%	x	3%	u	-7%
> C[C@@]12CCC=C[C@H]1[C@H](c1ccoc1)N(Cc1ccccc1)C2=O
 : x	i	1.4%	x	8%	-9%	-7%	x
> Cc1cc(C)nc(N2CCN(C(=O)CCC(=O)Nc3nnc(C(C)C)s3)CC2)n1
 : x	-3%	-7.5%	x	4%	5%	u	x
> O=C(Nc1cnn(C23CC4CC(CC(C4)C2)C3)c1)c1cnn2cccnc12
 : x	-6%	-0.5%	1%	-21%[46.1 µM]	5%	-1%	3%[38.3 µM]
> COc1cccc(-c2nc(CCl)cs2)c1OC
 : -11%	-8%	-2.0%	6%	13%	3%	u	9%
> O=C(OC1CCOC1=O)c1cc(-c2cccc(Br)c2)nc2ccccc12 (stereo unspecified)
 : 14%	-5%	0.7%	1%	-21%	-3%	u	-4%
> CC(=O)c1ccc(N2CCN(C(=O)Cc3n[nH]c(=O)c4ccccc34)CC2)cc1
 : -3%	-6%	-6.4%	0%	6%	-16%	-4%	0%
> CS(=O)(=O)N1CCN(c2ccccc2NC(=S)NC(=O)c2ccccc2[N+](=O)[O-])CC1
 : -20%	i	2.3%	3%	-21%	15%	-18%	-1%
> COc1ccc(C2CC(c3ccc(F)cc3)Nc3nc(N)nn32)cc1OC (stereo unspecified)
 : 26%	1%	0.0%	4%	-4%[46.1 µM]	-4%	4%	-5%[38.3 µM]
> O=C(Nc1nc(-c2ccccc2)c(-c2ccccc2)o1)c1ccc(F)cc1
 : -48%[inhibitor]	i	-2.6%	2%	-24%[46.1 µM]	10%	-10%	-5%[38.3 µM]
> CCCCCCCc1c(C)nc(N2CCOCC2)[nH]c1=O
 : -34%[inhibitor]	i	0.8%	-3%	-6%[46.1 µM]	14%	7%	21%[38.3 µM]
> Cc1nn2c3c(cnc2c1-c1ccccc1)C(=O)CC(c1ccco1)C3 (stereo unspecified)
 : -6%	-18%	1.7%	-5%	-2%[7.67 µM]	1%	-11%	-6%[38.3 µM]
> Oc1c(Br)cc(/C=N/NC(=S)NCc2ccco2)cc1Br
 : x	i	-2.9%	x	48%	-9%	u	x
> CC(=O)Nc1ccc(-c2cc(-c3ccc(NC(C)=O)cc3)nc(-c3ccccc3)n2)cc1
 : 0%	-11%	u	3%	2%[46.1 µM]	8%	u	32µM*
> COC(=O)c1c(C#N)c(N)nc2c1CCC2
 : x	-2%	-1.1%	1%	7%[46.1 µM]	2%	u	12%[38.3 µM]
> COc1ccc(NC(=O)CSc2nc3[nH]ncc3c(=O)n2-c2ccccc2C)cc1OC
 : -49%[inhibitor]	9%	0.1%	2%	15%	16%	-9%	12%
> CCOC(=O)c1[nH]ncc1CN1CCCC(C(=O)c2cccc(OC(C)C)c2)C1 (stereo unspecified)
 : x	0%	-5.9%	1%	-5%	7%	-24%	7%
> CS(=O)(=O)Nc1c(O)ccc2c1CCCC2C1=NCCN1 (stereo unspecified)
 : 2%	8%	1.1%	x	x	7%	x	-3%
> Cc1cccc(OCC(=O)NNc2c3ccccc3nc3ccccc23)c1
 : -59%[inhibitor]	2%	-0.9%	-1%	u	2%	3%	23%[38.3 µM]
> Cc1ccc(S(=O)(=O)N/N=C/c2ccc(OC3CSC3)cc2)cc1
 : -1%	-5%	-2.2%	5%	-24%[46.1 µM]	3%	-5%	-3%[38.3 µM]
> O=C(N/N=C/c1c[nH]c2ccccc12)c1ccncc1
 : 6%	i	1.1%	-6%	11%	2%	-3%	-2%
> CCOC(=O)C1=C(O)C(=O)N(c2ccc(S(N)(=O)=O)cc2)C1c1ccc(OC)cc1OC (stereo unspecified)
 : u	i	-1.5%	1%	-1%[46.1 µM]	1%	-8%	5%[38.3 µM]
> COc1ccc(OC)c(C2=NOC(C(=O)Nc3cccnc3)C2)c1 (stereo unspecified)
 : -16%	-9%	-1.6%	-1%	-17%[46.1 µM]	-27%	u	14%[38.3 µM]
> CCOC(=O)c1ccccc1NC1c2ccccc2C(=O)N1C1CCN(C(=O)OCC)CC1 (stereo unspecified)
 : -114%	6%	0.0%	10%	-45%	-18%	1%	-2%
> Nc1nc(Sc2ccc([N+](=O)[O-])cc2[N+](=O)[O-])n[nH]1
 : x	-7%	-1.0%	x	9%	7%	1%	x
> Fc1ccccc1C1CC(c2ccco2)=Nc2ccccc2S1 (stereo unspecified)
 : x	u	u	x	-30%	2%	28µM*	x
> CN(C(=O)CSc1nc2c(cnn2-c2ccccc2)c(=O)[nH]1)C1CCS(=O)(=O)C1 (stereo unspecified)
 : -2%	i	3.1%	2%	6%	-1%	0%	2%
